LGR2 inh: inhibitors of bursicon-induced LGR2 CRE-luciferase signal, primary screen, cell-based, HEK293, CRE-luciferase reporter, bursicon stimulation. inhibition, % at 9.99 µM. bursicon-stimulated, 4 h. Drosophila bursicon receptor LGR2 (rickets). actives 0.35% (n = 380,000);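 active = drop in luminescence signal, shown as inhibition above about 50% in the replicate tests, limit read from the data, passing the limit was not always enough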;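 note: agonist challenge used bursicon conditioned medium at about half maximal strength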
Casp6 inh: human caspase-6 inhibitors, primary screen, biochemical, VEID-R110 fluorescence, single point, set 2; AID 686996, 2013; P55212; inhibition, % at 12.5 µM; purified caspase-6, Z-VEID-R110 cleavage fluorescence; actives 0.53% (n = 350,000);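 active = mean inhibition across replicates at least about 35%, with every replicate also reaching that limit, limit read from the data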;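 note: 0% = median of neutral control wells and 100% = no fluorescence left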
Target sequence (P55212 24-179 limits assumed): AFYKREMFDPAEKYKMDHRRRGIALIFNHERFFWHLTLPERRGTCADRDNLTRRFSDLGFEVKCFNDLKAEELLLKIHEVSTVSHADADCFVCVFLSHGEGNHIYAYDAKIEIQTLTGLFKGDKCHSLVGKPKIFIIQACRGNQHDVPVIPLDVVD
Target sequence (P55212 194-293 limits assumed): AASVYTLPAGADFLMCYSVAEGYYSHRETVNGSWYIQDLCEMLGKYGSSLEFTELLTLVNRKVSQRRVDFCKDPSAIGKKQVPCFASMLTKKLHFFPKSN
SIRT5 block: SIRT5 desuccinylase inhibitors, primary screen, biochemical, fluorescence imaging, single point, set 5; Purified SirT5, succinyl-peptide AMC, trypsin-coupled fluorescence; actives 1.1% (n = 330,000); NAD-dependent protein deacylase sirtuin-5, mitochondrial (Homo sapiens), Q9NXA8; AID 652115, 2013; inhibition, % at 15 µM; in the data active = inhibition above about 15%
Target sequence (Q9NXA8 whole entry, looked up): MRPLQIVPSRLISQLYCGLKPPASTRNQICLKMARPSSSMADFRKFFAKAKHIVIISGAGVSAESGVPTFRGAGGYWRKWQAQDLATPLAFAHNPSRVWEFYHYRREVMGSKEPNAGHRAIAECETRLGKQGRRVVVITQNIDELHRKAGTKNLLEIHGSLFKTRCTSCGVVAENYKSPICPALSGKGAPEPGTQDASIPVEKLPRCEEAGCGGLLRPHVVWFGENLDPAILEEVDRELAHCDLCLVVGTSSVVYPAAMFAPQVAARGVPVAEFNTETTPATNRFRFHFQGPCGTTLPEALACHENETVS
Statin myotox sup: suppressors of statin myotoxicity in C2C12 myotubes, primary screen, cell-based, single point, plate reader. C2C12 myotubes + simvastatin, ATP luminescence, 48 h; scaled: DMSO 0, geranylgeraniol control 100. rescue of ATP level, % at 7.49 µM. actives 0.78% (n = 330,000). AID 602340, 2012;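 active = mean ATP rescue above about 67%, or every replicate alone reaching that limit, limit read from the data, passing the limit was not always enough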;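 note: myotubes were challenged with 10 µM simvastatin during compound exposure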
S100A4 inh HTS: inhibitors of S100A4-myosin IIA peptide binding, primary screen, biochemical, fluorescence polarization, TAMRA-MyoIIA peptide | inhibition, % at 10.7 µM | actives 0.14% (n = 360,000) | AID 652163, 2013;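 active = mean inhibition of at least 70% across replicates, with every replicate also reaching that level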
Target sequence (P26447 whole entry, looked up): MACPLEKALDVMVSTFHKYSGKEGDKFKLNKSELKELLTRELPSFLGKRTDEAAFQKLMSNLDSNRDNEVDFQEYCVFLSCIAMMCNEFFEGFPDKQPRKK
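System – human S100A4 monomer protein, biochemical binding assay · Buffer or medium – Calcium-containing HEPES buffer, pH 7.2 · Timing – 5 min between mix addition and reading · Also added – TAMRA-labelled myosin IIA heavy-chain peptide probe, 5 nM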
esBAF inh: Bmi1 luciferase reporter increase in mESCs, primary screen, esBAF inhibitor project, mouse ES cells, Bmi1 luciferase knock-in, single point | 24 h; 100% = twice the neutral-well signal | actives 2% (n = 350,000) | reporter increase, % at 12.5 µM | AID 602393, 2012; in the data active = activation above about 40%;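 note: 0% = median of the plate's neutral control wells and 100% = double that signal; a rise in the Bmi1 reporter signal indicates esBAF inhibition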
FN deposit inh: inhibitors of fibronectin matrix deposition, primary screen, AH1F cells, Alexa488-fibronectin fluorescence, plate reader; actives 0.086% (n = 350,000); inhibition, % at 12.6 µM; AH1F fibroblasts, overnight;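 active = mean inhibition across replicates of 30% or more, regardless of how many single replicates reach that level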;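 note: positive control wells lacked labelled fibronectin entirely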
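Assay system: AH1F fibroblast monolayer, labelled fibronectin deposition. Amount: 10000 cells per well. Also added: labelled fibronectin 24 nM. Compound: single-point pinned compound. Incubation: cell attachment 1 h, compound and FN exposure overnight. Detection: fluorescence after three HBSS washes, excitation 485 nm, emission 525 nm. Read-out: inhibition of fibronectin deposition signal.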
The depositor's hits bear a star; / = not tested or not shown; & = joins results of further samples. An excerpt; rates above refer to the full screens.

1	Nc1n[nH]c2cccc(Cl)c12
2	Nc1[nH]ncc1-c1ccc(F)cc1
3	CCCn1nc2cc(C(=O)NCc3ccc(OC)cc3)ccc2c1OCC
4	CO[C@@H]1CN(C)C(=O)c2ccc(NS(C)(=O)=O)cc2OC[C@@H](C)N(C(=O)CN(C)C)C[C@@H]1C
5	Cc1ccc(NS(=O)(=O)c2cccc(C(=O)NNC(=O)c3cccn3C)c2)c(C)c1
6	Cc1cccc(NS(=O)(=O)c2cccc(C(=O)N3CCN(C/C=C/c4ccccc4)CC3)c2)c1
7	CCOc1ccc(NC(=O)C2CCCN(S(=O)(=O)c3cccc4nsnc34)C2)cc1 (stereo not drawn)
8	C[C@H]1CN([C@@H](C)CO)S(=O)(=O)c2ccc(C#CCC3CCCC3)cc2O[C@H]1CN(C)C

assay / compound,1,2,3,4,5,6,7,8
LGR2 inh,10,3,-7,-9,-6,24,14,/
Casp6 inh,1,-3,4,0,4,2,2,1
SIRT5 block,5,-4,/,1,-1,2,-2,-6
Statin myotox sup,0,2,1,-9,-3,39,-10,-27
S100A4 inh HTS,9,-2,2,6,2,4,11,5
esBAF inh,-16,1,-5,-1,22,0,2,-3
FN deposit inh,12,3,-2,-16,/,3,/,3

9	CCOc1cc(CNCC(C)C)cc(Cl)c1OCc1ccccc1
10	CNC[C@H]1OCCCC[C@@H](C)Oc2ccc(NS(=O)(=O)c3ccc(OC)cc3)cc2C(=O)N([C@@H](C)CO)C[C@@H]1C
11	CCSc1nnc(NC(=O)CCN2C(=O)C3CCCCC3C2=O)s1 (stereo not drawn)
12	C[C@@H]1CN([C@@H](C)CO)C(=O)c2cc(NS(=O)(=O)c3ccc(Cl)cc3)ccc2O[C@@H]1CN(C)Cc1ccncc1
13	Cc1ccc(C)c(C(C)NC(=S)NC2CCCCC2)c1 (stereo not drawn)
14	COc1ccc(C(=O)N[C@H](C(=O)NCc2ccc(C)cc2)C(C)C)cc1
15	O=C(Cc1cccs1)N1CCCC(c2nc3c(nnn3Cc3ccc(F)cc3)c(=O)[nH]2)C1 (stereo not drawn)
16	Cc1ccc(S(=O)(=O)Nc2ccc3c(c2)C(=O)N([C@@H](C)CO)C[C@H](C)[C@@H](CN(C)Cc2ccc(C(F)(F)F)cc2)O3)cc1

assay / compound,9,10,11,12,13,14,15,16
LGR2 inh,19,-17,6,1,22,-4,16,39
Casp6 inh,1,/,-3,0,-3,0,/,/
SIRT5 block,-5,/,-3,-5,0,2,/,/
Statin myotox sup,/,15,4,10,/,-1,44,-27
S100A4 inh HTS,-2,/,1,9,-10,-6,/,/
esBAF inh,/,-2,30,-2,/,-3,-1,-5
FN deposit inh,-10,/,10,/,1,-1,-2,-3

Entries of single compounds, quoted from the list. Values in the order: LGR2 inh, Casp6 inh, SIRT5 block, Statin myotox sup, S100A4 inh HTS, esBAF inh, FN deposit inh
Record of Cc1ccc(S(=O)(=O)Nc2ccc3c(c2)C(=O)N([C@@H](C)CO)C[C@H](C)[C@@H](CN(C)Cc2ccc(C(F)(F)F)cc2)O3)cc1 = 39, /, /, -27, /, -5, -3
Record of CCSc1nnc(NC(=O)CCN2C(=O)C3CCCCC3C2=O)s1 (stereo not drawn) = 6, -3, -3, 4, 1, 30, 10

An excerpt of these results, as labelled records.
14	COc1ccc(C(=O)N[C@H](C(=O)NCc2ccc(C)cc2)C(C)C)cc1
  LGR2 inh: -4
  Casp6 inh: 0
  SIRT5 block: 2
  Statin myotox sup: -1
  S100A4 inh HTS: -6
  esBAF inh: -3
  FN deposit inh: -1

16	Cc1ccc(S(=O)(=O)Nc2ccc3c(c2)C(=O)N([C@@H](C)CO)C[C@H](C)[C@@H](CN(C)Cc2ccc(C(F)(F)F)cc2)O3)cc1
  LGR2 inh: 39
  Casp6 inh: /
  SIRT5 block: /
  Statin myotox sup: -27
  S100A4 inh HTS: /
  esBAF inh: -5
  FN deposit inh: -3

11	CCSc1nnc(NC(=O)CCN2C(=O)C3CCCCC3C2=O)s1 (stereo not drawn)
  LGR2 inh: 6
  Casp6 inh: -3
  SIRT5 block: -3
  Statin myotox sup: 4
  S100A4 inh HTS: 1
  esBAF inh: 30
  FN deposit inh: 10

13	Cc1ccc(C)c(C(C)NC(=S)NC2CCCCC2)c1 (stereo not drawn)
  LGR2 inh: 22
  Casp6 inh: -3
  SIRT5 block: 0
  Statin myotox sup: /
  S100A4 inh HTS: -10
  esBAF inh: /
  FN deposit inh: 1

(next part)
17	O=S(=O)(c1ccc(NC(=S)N2CCN(c3ccc(O)cc3)CC2)cc1)N1CCOCC1
18	Cc1ccc(NC(=S)N(Cc2cccc(Br)c2)CC2CCC(C(=O)O)CC2)cc1 (stereo not drawn)
19	Cc1ccc(N(CC(=O)NC2CCCC2)C(=O)CCC(=O)Nc2ccccn2)cc1
20	CCNC(=O)C[C@@H]1CC[C@H]2[C@@H](COC[C@@H](O)CN2C(=O)CC)O1
21	CC1(C)Cc2ccccc2C(NNC(=O)c2ccccc2)=N1
22	COCC#Cc1cnc2c(c1)C(=O)N([C@H](C)CO)C[C@H](C)[C@@H](CN(C)Cc1ccc3c(c1)OCO3)O2
23	CCS(=O)(=O)N1CCC(NC(=O)C(Cc2cc(OC)ccc2OC)NC(C)=O)CC1 (stereo not drawn)
24	COCC#Cc1ccc([C@H]2[C@H](CO)N3C(=O)CN(C(=O)C4CCOCC4)C[C@@H]23)cc1

assay / compound,17,18,19,20,21,22,23,24
LGR2 inh,-5,-16,3,0,0,-10,6,8
Casp6 inh,3,4,-2,-1,-3,-1,-1,1
SIRT5 block,-1,6,-4,-3,-1,-4,-1,-4
Statin myotox sup,/,9,0,-10,/,3,4,/
S100A4 inh HTS,0,0,-2,0,6,17,2,-8
esBAF inh,/,14,1,4,/,6,-7,/
FN deposit inh,2,2,8,-3,-4,-10,1,/

25	CCOC(=O)c1cc(CC)sc1N1C(=O)CC(Sc2ncccc2C(=O)O)C1=O (stereo not drawn)
26	Nc1cc(-c2cccc(F)c2)nn1S(=O)(=O)c1cccc2nsnc12
27	C[C@@H]1CN([C@H](C)CO)C(=O)c2cc(NC(=O)Cn3cnnn3)ccc2O[C@@H]1CN(C)Cc1ccc(-c2ccccc2)cc1
28	Nc1nonc1-c1nc2ccccc2[nH]1
29	Cc1noc(C)c1S(=O)(=O)N1CCN(S(=O)(=O)c2ccccc2C#N)CC1
30	COc1ccc(N2CCN(C(=S)Nc3ccccc3OC)CC2)cc1
31	CCN(CC)c1ccc([N+](=O)[O-])cc1C(=O)O
32	O=C(C1CCCC1)N1C[C@@H]2N[C@H](C1)C2c1ccc(/C=C/c2ccccc2)cc1 (stereo partly drawn)

assay / compound,25,26,27,28,29,30,31,32
LGR2 inh,4,/,-3,/,-3,12,0,23&-15
Casp6 inh,-1,2,-2,/,-1,-3,0,-3&5
SIRT5 block,12,1,3,/,-2,-2,7,9&3
Statin myotox sup,/,16,8,-24,-28,2,1,/
S100A4 inh HTS,4,-21,3,/,1,-2,1,1&2
esBAF inh,/,3,-2,7,5,8,-3,/
FN deposit inh,-2,-2,/,2,-4,2,-4,-16&-1

33	O=C(C1CCC1)N1CC(=O)N2[C@H](C1)[C@H](c1ccc(C#CCc3ccccc3)cc1)[C@@H]2CO
34	O=c1c2cc(N3CCOCC3)ccc2[nH]c(=S)n1CCc1ccccc1
35	COc1ccc(Cc2nnc(SCC(=O)NCCc3ccccc3)o2)cc1
36	Cc1ccc(CONC(=O)c2ccc(C)cc2)cc1
37	COCc1ccc(C(=O)N(C)CC2CCCN(CCc3ccc(OC)cc3)C2)o1 (stereo not drawn)
38	O=C(C[C@H]1C[C@H](C(=O)N2CCCCC2)[C@@]2(CCc3ccccc3)c3[nH]c4ccc(Cl)cc4c3CCN2C1=O)NCc1cccc(C(F)(F)F)c1
39	CCNC(=O)C[C@@H]1CC[C@H]2[C@@H](COC[C@@H](O)CN2C(=O)C2CCCC2)O1
40	COc1ccc(-c2cc(C)no2)cc1S(=O)(=O)N1CCOc2ccccc21

assay / compound,33,34,35,36,37,38,39,40
LGR2 inh,-6,-11,/,-54,-80,7,-8,-11
Casp6 inh,-2,6,/,5,-11,0,-2,1
SIRT5 block,3,-2,/,-4,-2,/,-1,-1
Statin myotox sup,/,/,-5,-2,11,9,5,-13
S100A4 inh HTS,-1,-5,/,-2,-8,0,-12,-1
esBAF inh,/,/,0,44*,50*,5,3,0
FN deposit inh,3,/,3,-5,0,-4,-5,-2

41	CC1CCCN(Cc2c(O)ccc3c(=O)c(-c4ccc(Cl)cc4)coc23)C1 (stereo not drawn)
42	COc1ccc(CN(C)C[C@@H]2OCCCC[C@@H](C)Oc3ccc(NC(=O)CCCN(C)C)cc3C(=O)N([C@H](C)CO)C[C@H]2C)cc1
43	O=C(COc1ncnc2c(Cl)cc(Cl)cc12)NCCC1=CCCCC1
44	CCOC(=O)c1sc(NC(=O)CSc2ncn(-c3ccccc3)n2)nc1C
45	NC(=O)C1CCN(C(=O)c2ccc3c(c2)S(=O)(=O)c2ccccc2C3=O)CC1
46	CC(=O)NS(=O)(=O)c1ccc(NC(=O)c2cc3c(=O)n4ccccc4nc3s2)cc1
47	O=C(N/N=C/c1cc(Cl)cc(Cl)c1O)c1ccncc1
48	Nc1nc(NC(=O)c2cccs2)nn1-c1ccccc1

assay / compound,41,42,43,44,45,46,47,48
LGR2 inh,9,4,15,/,-9,7,17,/
Casp6 inh,-3,-2,-1,/,-4,19,-1,1
SIRT5 block,2,-2,2,/,-1,1,-16,-2
Statin myotox sup,-9,-32,2,5,-12,2,/,/
S100A4 inh HTS,2,25,-2,/,-2,26,-1,-1
esBAF inh,6,1,-2,0,1,-10,/,10
FN deposit inh,3,/,/,14,3,-2,-1,-6

49	O=C(C[C@H]1CC[C@H](NC(=O)c2ccncc2)[C@H](CO)O1)NCC1CCCCC1
50	COc1cc(C(=O)NNC(=O)c2ccoc2C)cc(OC)c1OC
51	CC(=O)c1sc(NC(=O)COc2ccc(Br)cc2)nc1C
52	Cc1coc2c(C)c3oc(=O)c(CCC(=O)NCCC(=O)O)c(C)c3cc12
53	COC(=O)c1ccc(/C=C/c2c(-c3ccsc3)sc3ccccc23)cc1
54	O=C1CC(SC(=Nc2ccccc2)Nc2ccccc2)C(=O)N1c1cccc2ccccc12 (stereo not drawn)

assay / compound,49,50,51,52,53,54
LGR2 inh,3,1,-2,-2,-5,13
Casp6 inh,6,-1,-1,14,-3,/
SIRT5 block,3,-2,1,7,/,/
Statin myotox sup,7,/,/,5,9,120*
S100A4 inh HTS,4,4,4,2,2,/
esBAF inh,3,/,/,-6,1,10
FN deposit inh,-3,/,-1,0,-2,/
